Assay outcomes deposited in PubChem by National Center for Advancing Translational Sciences (NCATS).
Integrin act MD: qHTS for Activators of Integrin-Mediated Alleviation for Muscular Dystrophy; alpha7betagal myoblasts, beta-gal FDG fluorescence, 48 h; hit rate 0.064% among 350,000; Potency, µM (highest dose often 38.3 µM), without a hit: at the highest dose activation, most hits filed as activators;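 further: potency means the concentration at half of the fitted maximal effect; 100% = response of the positive control SU9516; nearly all actives have a fitted effect of over 60% in size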
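Alpha7betagal+/- myoblasts (passage 13) were plated 16-24 hr, then exposed to compounds (1:260 dilution of DMSO stock) for 48 hours at 37C. After MPER lysis, β-galactosidase reporter activity was read as FDG fluorescence (ex 480/em 540) after 30 minutes.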
ELG1 repair inh: qHTS screen for small molecules that inhibit ELG1-dependent DNA repair in human embryonic kidney (HEK293T) cells expressing luciferase-tagged ELG1. hit rate 2.3% among 330,000. HEK293T ELG1-luciferase reporter, luminescence, 16 h; DNA damage induced by 5-fluorouridine. Potency, µM (doses to about 46.1 µM), inactives show at the top dose activity change, negative = inhibition, actives largely listed as inhibitors; further: potency means the concentration at half of the fitted maximal effect; on the % scale 0 is the no-effect control and ±100 the full control effect; nearly all actives have a fitted effect of over 55% in size
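5-Fluorouridine DNA damage + compound/DMSO, 2,000 cells/well, 16 h, 37 °C/5% CO2. ONE-Glo, 30 min RT, luminescence. Readout = decrease in reporter signal.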
BRCA1 expr up: qHTS Assay to Identify Small Molecule Activators of BRCA1 Expression | Potency, µM (series often up to 46.1 µM), inactives show at the highest dose activation, usual class: activators | MCF7-BRCA1-FFLuc reporter, luminescence, 48 h; response scale: scaled: vehicle 0%, 10 µM genistein 100% | hit rate 1.1% among 380,000; further: potency means the concentration at half of the fitted maximal effect; nearly all actives have a fitted effect of over 80% in size; some results filed as inactive show a strong effect at the top dose
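48 h compound treatment of MCF7-BRCA1-FFLuc cells (phenol-red free MEM, 37 °C), then 15 min with luciferase substrate and luminescence imaging.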
TCR activator: Activators of T cell receptors: qHTS campaign; 330,000 tested, under 10 active; primary human leukocytes, anti-CD3, IL-2 HTRF, 48 h; Potency, µM (doses to about 9.22 µM), for the others: top-dose activation of IL-2 secretion, actives largely listed as activators; further: % of control where 0% means no effect
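IL-2 release read by HTRF sandwich (Eu cryptate donor, d2 acceptor, 665 nm emission) after 48 hr exposure of primary human leukocytes to compound together with anti-CD3 beads in the absence of co-stimulatory signals.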
B2AR arrestin: qHTS assay of beta-arrestin-biased ligands of beta2-adrenergic receptor; Beta-2 adrenergic receptor (Homo sapiens), P07550; beta-arrestin recruitment to beta2AR, cell-based reporter; Potency, µM (series often up to 46.1 µM), for inactives: top-dose activation, usual class: activators; hit rate 0.02% among 330,000;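 further: potency means the concentration at half of the fitted maximal effect; 0% = DMSO controls and full agonism = EC100 isoproterenol or metaproterenol; nearly all actives have a fitted effect of over 65% in size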
Target sequence (P07550 whole entry, looked up): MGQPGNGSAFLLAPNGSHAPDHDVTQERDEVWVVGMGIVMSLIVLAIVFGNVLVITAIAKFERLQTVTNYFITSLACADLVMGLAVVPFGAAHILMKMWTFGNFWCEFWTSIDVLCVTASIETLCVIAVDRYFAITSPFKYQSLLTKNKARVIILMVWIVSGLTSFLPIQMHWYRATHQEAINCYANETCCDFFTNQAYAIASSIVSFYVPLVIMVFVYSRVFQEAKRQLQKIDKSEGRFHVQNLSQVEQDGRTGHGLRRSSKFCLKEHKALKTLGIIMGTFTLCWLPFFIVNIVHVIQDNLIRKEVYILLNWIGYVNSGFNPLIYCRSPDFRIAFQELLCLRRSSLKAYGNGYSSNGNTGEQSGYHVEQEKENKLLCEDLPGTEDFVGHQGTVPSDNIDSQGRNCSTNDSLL
AT treatment: qHTS Assay for Identifying a Potential Treatment of Ataxia-Telangiectasia | […] A-T fibroblasts, KAP-1 phosphorylation AlphaLISA; neocarzinostatin DNA damage 30 min before lysis | Potency, µM (series often up to 57.5 µM), for the others: at the top dose activation, actives largely listed as activators | hit rate 0.19% among 320,000 | AID 485349, 2010; further: potency means the concentration at half of the fitted maximal effect; % of control where 0% means no effect; nearly all actives have a fitted effect of over 45% in size
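ATM-like activity read as KAP-1 phosphorylation via AlphaLISA donor/acceptor antibody pairs after lysis and 6 hr at 25C. Cells were ATM-null patient fibroblasts ([…], hTERT), dosed 60 min, then exposed to the DSB inducer NCS for 30 min.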
TRPV1 ag: HTS Assay for Compounds that Act as Agonists of the Vanilloid Receptor 1; Transient receptor potential cation channel subfamily V member 1 (Homo sapiens), Q8NER1; TRPV1-expressing cells, Fluo-8 calcium influx, agonist mode; activation, % at 8.33 µM; hit rate 0.19% among 320,000; in the data active means activation above about 80%; inconclusive means between about 30% and that limit; further: 0% is about no effect
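Cells expressing TRPV1 were dye-loaded with Fluo-8 and read kinetically: 10 s baseline, 3 min after compound (agonist portion), then 2 min after EC20 capsaicin (allosteric enhancer portion). Calcium-bound dye fluorescence at 480/520 nm.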
CXXC DNA block: qHTS Fluorescence Polarization Assay for Inhibitors of MLL CXXC domain - DNA interaction; hit rate 0.037% among 290,000; MLL-CXXC / FITC-HOXA9 DNA fluorescence polarization; Histone-lysine N-methyltransferase 2A (Homo sapiens), Q03164; Potency, µM (highest dose often 115 µM), without a hit: at the top dose activity change, negative = inhibition, most hits filed as inhibitors; active means well fitted inhibition curve with a large enough effect in the polarisation, with a control signal flat, not every such curve was filed as active; inconclusive means small, poorly fitted or top-dose-only effect, or effect the other way, or a change in a side signal; inactive means no such curve, though single readings can be large or run the other way; the % refers to the polarisation; further: potency means the concentration at half of the fitted maximal effect
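Fluorescence polarization: 7 uM MLL-CXXC (stock) preincubated 5 min with compounds, then 50 nM fluorescein-HOX-A9 DNA (stock) added; 30 min ambient. Buffer 50 mM Tris-HCl pH 7.5, 50 mM NaCl, 1 mM DTT, 0.05% BSA.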
TSG101-PTAP inh: qHTS Assay for Iinhibitors of HIV-1 Budding by Blocking the Interaction of PTAP/TSG101; Tumor susceptibility gene 101 protein (Homo sapiens), Q99816; Fluorescence polarization, FITC-PTAP peptide / Tsg101 binding; Potency, µM (series often up to 115 µM), inactives show top-dose activity change, negative = inhibition, actives largely listed as inhibitors; 340,000 tested, under 10 active; AID 493005, 2010; active means well fitted inhibition curve with a large enough effect in the main read-out, with a control signal flat, not every such curve was filed as active; inconclusive means small, poorly fitted or top-dose-only effect, or effect the other way, or a change in a side signal; inactive means no such curve, though single readings can be large or run the other way; further: potency means the concentration at half of the fitted maximal effect; % of control where 0% means no effect
Target sequence (Q99816 whole entry, looked up): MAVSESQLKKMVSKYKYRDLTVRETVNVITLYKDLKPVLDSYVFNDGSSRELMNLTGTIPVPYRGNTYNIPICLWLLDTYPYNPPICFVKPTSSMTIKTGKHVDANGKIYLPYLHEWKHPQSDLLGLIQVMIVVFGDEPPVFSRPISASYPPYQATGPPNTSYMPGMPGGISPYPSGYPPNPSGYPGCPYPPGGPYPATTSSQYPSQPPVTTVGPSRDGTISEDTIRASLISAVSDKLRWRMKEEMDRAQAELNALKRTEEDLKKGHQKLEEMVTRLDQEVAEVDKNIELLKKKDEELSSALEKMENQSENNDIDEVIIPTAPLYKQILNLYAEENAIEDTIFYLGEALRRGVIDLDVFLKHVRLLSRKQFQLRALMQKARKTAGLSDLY
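Fluorescence polarization binding of Tsg101 binding domain (10 uM final) to FITC-labeled PTAP peptide (50 nM final) in HEPES pH 7.5 buffer with NaCl, Tween 20, EDTA, TCEP. Compounds added before peptide; binding 20 min at RT.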
p53 reactivation: qHTS assay for re-activators of p53 using a Luc reporter; H1299 p53-A138V BP100-luciferase reporter, luminescence, 24 h; Potency, µM (series often up to 92.2 µM), inactives show top-dose activity change, positive = activation, actives largely listed as activators; hit rate 0.063% among 320,000; further: potency means the concentration at half of the fitted maximal effect; % of control where 0% means no effect; nearly all actives have a fitted effect of over 45% in size
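H1299 (p53-null), stable ts p53-A138V + BP100-Luc; 1000 cells/well, Opti-MEM/10% FBS; cpd 4 pt, 1:5; 24 h, 37 deg C, 5% CO2; detection reagent 10 min RT; luminescence.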
Numbers without * were called inactive; ? = inconclusive; / = no result given; [ ] = remark or other dose. Unless noted, the call rests on the fitted dose curve; in most records, active means well fitted curve in the direction sought with a large enough effect; inconclusive means small, poorly fitted or top-dose-only effect, or another doubt; inactive means no such curve, though single readings can be large; an effect the other way counts as inactive or inconclusive.

SMILES	Integrin act MD	ELG1 repair inh	BRCA1 expr up	TCR activator	B2AR arrestin	AT treatment	TRPV1 ag	CXXC DNA block	TSG101-PTAP inh	p53 reactivation
Cc1cc(C)n(-c2cc(-c3ccccc3)nc(C)n2)n1	14%	-13%	-39%	4%	-0.2%	3%	-1	1%	1%	-1%
Cc1oc2cc(OC(=O)c3ccco3)ccc2c(=O)c1-c1nc2ccccc2n1C	-3%	10%	1%	-2%	-4.7%	14%	1	-8%	0%	15%
CC1CCN(S(=O)(=O)c2ccc(C(=O)Nc3ccccn3)cc2)CC1	-20%	?	64%	-1%	-1.2%	-17%	0	/	-4%	15%
Cc1cc(C)nc(N/N=C/c2cc(C)n(CC(F)(F)F)c2C)n1	2%	?	-34%	-1%	0.1%	-1%	0	6%	-5%	3%
Cn1nnnc1SCC(=O)N1CCN(c2ccccc2)CC1	-8%	4%	6%	-3%	-0.6%	-4%	1	-5%	-1%	-12%
CCCOc1ccc(C(=O)NC(=S)NNC(=O)c2c(-c3ccccc3)noc2C)cc1	-37%	7.3µM*	-33%	-4%	-1.0%	-43%[inhibitor]	?	-12%	3%	6%
COc1ccc(CNC(=O)c2ccc(Cn3cc(Br)cn3)o2)cc1	?	-10%	28%	-8%	-0.6%	0%	25	1%	-7%	-2%
COc1ccc2c(COC(=O)CC3Sc4ccccc4NC3=O)cc(=O)oc2c1 (stereo not given)	-2%	1%	8%	10%[46.1 µM]	-0.3%	-4%	0	10%	2%	12%
Cc1cc(C)nc(Nc2ccc(Br)cc2C(=O)O)n1	1%	3%	-29%	10%	-1.1%	-7%	-2	?	-6%	1%
O=C(/C=C/c1ccccc1[N+](=O)[O-])NCc1cccnc1	15%	14%	-24%	-1%[46.1 µM]	3.0%	-1%	2	-3%	0%	-14%
COc1ccc(-c2cc(-c3ccccc3)n[nH]2)c(O)c1	-5%	?	?	-7%	0.0%	2%	-2	9%	-3%	?
CCOC(=O)N1CCN(C(=O)CN2C(=O)COc3ccc(C)cc32)CC1	-18%	5%	-4%	-2%	-0.6%	-15%	7	-4%	-5%	-2%
CN(CC(=O)N1CC(=O)N(CCc2ccccc2)C(=O)C1)S(=O)(=O)c1cccc2nsnc12	1%[7.66 µM]	-1%	0%	-2%	0.1%	4%	-1	-7%	0%	2%
Cc1ccccc1N1CC(C(=O)Nc2ccc(S(=O)(=O)N3CCCC3)cc2)CC1=O (stereo not given)	3%	1%	-6%	-3%	0.1%	-1%	2	/	0%	1%
CC(C)(Oc1ccc(Cl)cc1)C(=O)NC1CC1	-12%	-1%	1%	2%	0.1%	3%	-1	/	-7%	-5%

A portion of the results above, for reference:
SMILES	Integrin act MD	ELG1 repair inh	BRCA1 expr up	TCR activator	B2AR arrestin	AT treatment	TRPV1 ag	CXXC DNA block	TSG101-PTAP inh	p53 reactivation
Cc1cc(C)n(-c2cc(-c3ccccc3)nc(C)n2)n1	14%	-13%	-39%	4%	-0.2%	3%	-1	1%	1%	-1%
Cc1oc2cc(OC(=O)c3ccco3)ccc2c(=O)c1-c1nc2ccccc2n1C	-3%	10%	1%	-2%	-4.7%	14%	1	-8%	0%	15%
CC1CCN(S(=O)(=O)c2ccc(C(=O)Nc3ccccn3)cc2)CC1	-20%	?	64%	-1%	-1.2%	-17%	0	/	-4%	15%
Cc1cc(C)nc(N/N=C/c2cc(C)n(CC(F)(F)F)c2C)n1	2%	?	-34%	-1%	0.1%	-1%	0	6%	-5%	3%
Cn1nnnc1SCC(=O)N1CCN(c2ccccc2)CC1	-8%	4%	6%	-3%	-0.6%	-4%	1	-5%	-1%	-12%
CCCOc1ccc(C(=O)NC(=S)NNC(=O)c2c(-c3ccccc3)noc2C)cc1	-37%	7.3µM*	-33%	-4%	-1.0%	-43%[inhibitor]	?	-12%	3%	6%
COc1ccc(CNC(=O)c2ccc(Cn3cc(Br)cn3)o2)cc1	?	-10%	28%	-8%	-0.6%	0%	25	1%	-7%	-2%
COc1ccc2c(COC(=O)CC3Sc4ccccc4NC3=O)cc(=O)oc2c1 (stereo not given)	-2%	1%	8%	10%[46.1 µM]	-0.3%	-4%	0	10%	2%	12%

The listing continues.
SMILES	Integrin act MD	ELG1 repair inh	BRCA1 expr up	TCR activator	B2AR arrestin	AT treatment	TRPV1 ag	CXXC DNA block	TSG101-PTAP inh	p53 reactivation
CCCCc1nnc(NC(=O)CCSc2ccccc2)s1	-11%	0%	12%	/	-0.2%	-2%	-1	6%	/	5%
COc1ccc(Cn2c(C(C)C)nc3sc4ccccc4c(=O)c3c2=O)cc1	35%	-8%	-3%	-4%	-0.4%	3%	9	4%	-3%	-3%
CCOc1cc(CNCc2cccs2)cc(Br)c1OCC	-10%	-20%	-19%	0%	3.7%	7%	13	-4%	-3%	5%
CCNC(=S)N1CCN(c2cccc(C(F)(F)F)c2)CC1	3%	-12%	-14%	-1%[46.1 µM]	-0.9%	-1%	?	0%	-3%	5%
COc1ccc(Cc2nnc(SCC(=O)Nc3ncc(C)s3)o2)cc1	-45%	-3%	5%	-2%	-0.9%	1%	0	1%	-13%	8%
CSc1ccccc1C(=O)OCC(=O)N1CCCC1=O	16%	12%	-7%	-6%	-0.2%	2%	1	/	-3%	-3%
CCOc1ccc(OCC)c(NC(=O)CCn2cccc2)c1	5%	-16%	6%	2%	0.3%	0%	-4	6%	-3%	8%
Nc1ncnc(N(c2ccccc2)C2CCCCC2)c1[N+](=O)[O-]	4%	4%	11%	2%	0.3%	20%	-3	-3%	-7%	7%
O=C(Nc1nc(-c2cc(Cl)sc2Cl)cs1)c1cccs1	-34%	15%	-45%	-2%	-0.1%	7%	?	24%	-4%	6%
Cc1ccc(S(=O)(=O)N2CCOCC2)cc1C(=O)N(C)CCOc1ccc(Cl)cc1	-19%	0%	-52%	4%	-1.8%	22µM*	8	-3%	-5%	-5%
Cc1cc(Br)c2c(c1)C1(OCCO1)C(=O)N2	20%	30%	-16%	1%	-0.2%	-5%	3	9%	1%	-1%
Cc1oc(-c2ccccc2)nc1C(=O)OCC(=O)NC(=O)NCC(C)C	-21%	12%	22%	-1%	-0.2%	-7%	2	-2%	0%	3%
Cc1ccc(NC(=O)CN(C)C(=O)c2ccc(C(F)(F)F)cc2)cc1	?	13%	3%	-1%[46.1 µM]	0.3%	3%	13	2%	-6%	11%
Cc1cc(NC(=O)c2cncc(Br)c2)no1	-1%	?	-3%[1.84 µM]	-3%	-0.1%	-14%	1	11%	-8%	?
NC(=O)c1ccc(=O)n(C2OC(CO)C(O)C2O)c1 (stereo not given)	35%	/	-2%	-17%	/	/	/	/	-2%	/
CC(CCc1ccccc1)NC(=O)C1CCCN(c2nnc(-n3cccc3)s2)C1 (stereo not given)	5%	?	0%	-1%[46.1 µM]	-0.3%	-3%	-1	-5%	-2%	15%
Cc1cc2oc(=O)cc(C)c2cc1NC(=O)CCl	-66%[inhibitor]	-4%	-49%	0%	0.0%	9%	0	-3%	-7%	-11%
COc1ccc(CN2CC(C(=O)N3CC(C)CC(C)C3)CC2=O)cc1 (stereo not given)	2%	-2%	-2%	-3%	-0.8%	3%	1	14%	-7%	1%
Cc1ccccc1-c1cc(C(=O)O)n(CC2CC(c3cccnc3)=NO2)n1 (stereo not given)	-10%	29%	2%	2%	-2.1%	-4%	1	/	/	-6%
COc1ccccc1CNC(=O)c1cccc(N(C)C)c1	-15%	?	42%	-3%	0.2%	-1%	-3	2%	-21%	2%
O=C(NC1CCCC1)c1cc2nc(-c3ccco3)cc(C(F)(F)F)n2n1	7%	-7%	-4%	-2%	-0.9%	1%	4	-7%	-1%	0%
NC(Cc1ccc(Oc2ccc(O)cc2)cc1)C(=O)O (stereo not given)	/	1%	/	/	-0.3%	7%	2	12%	/	4%
OCCCc1n[nH]c(=S)n1-c1ccccc1	-4%	-9%	0%	/	0.1%	6%	2	5%	-4%	-5%
O=C(COC(=O)CNC(=O)c1ccccc1)NC1CCCC1	-7%	9%	12%	7%	-0.8%	-2%	-2	/	-4%	-5%
COc1ccc(SCCc2ccncc2)cc1	28%	9%	25%	-4%	-0.7%	3%	5	9%	-2%	0%
COc1cccc(/C=N/n2nnnc2N)c1	-16%	6%	-18%	14%	-0.3%	-1%	0	2%	-2%	-3%
